Compound activity: PubChem BioAssay, several laboratories
Efflux pump inh: blocks antifungal efflux pumps in multiplex yeast assay; S. cerevisiae Candida pump triplex, Nile Red efflux; inhibition, % at 10 µM; 330,000 compounds, 0.44% hits;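 active = plate passing quality check with inhibition over a set limit, or well fluorescence over plate mean plus 4 SD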;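 also: Nile Red retained in pooled yeast measured as flow cytometry median fluorescence; 0% = buffer negative control and 100% = Enniatin B positive control; higher means more Nile Red kept so more efflux inhibition; some compounds called inactive have numbers as strong as hits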
GLD-1 RNA inh: GLD-1-TGE RNA interaction inhibition (C. elegans). Q17339. purified GLD-1 + fluorescein TGE RNA, fluorescence polarization. inhibition, % at 5.96 µM. 320,000 compounds, 0.44% hits. AID 2280;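 active = percent inhibition above a per-plate cutoff, the plate mean of test compounds plus 3 SD, cut at about 30% in these data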;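 also: 0% = DMSO wells with GLD-1 and probe and 100% = wells lacking GLD-1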
Target sequence (Q17339 whole entry, looked up): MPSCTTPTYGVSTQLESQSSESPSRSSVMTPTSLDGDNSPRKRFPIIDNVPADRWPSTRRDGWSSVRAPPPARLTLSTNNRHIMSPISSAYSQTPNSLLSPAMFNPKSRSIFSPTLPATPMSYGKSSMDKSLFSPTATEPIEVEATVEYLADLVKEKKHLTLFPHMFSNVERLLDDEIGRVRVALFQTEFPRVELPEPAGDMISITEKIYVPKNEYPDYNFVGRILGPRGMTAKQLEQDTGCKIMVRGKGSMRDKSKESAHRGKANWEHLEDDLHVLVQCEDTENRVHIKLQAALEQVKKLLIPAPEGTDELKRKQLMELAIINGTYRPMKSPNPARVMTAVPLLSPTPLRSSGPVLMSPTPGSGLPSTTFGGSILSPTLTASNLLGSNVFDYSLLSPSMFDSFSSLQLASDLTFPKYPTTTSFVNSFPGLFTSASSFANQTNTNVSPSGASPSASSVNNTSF
CR mimetic SO: caloric restriction mimetics inhibiting age-related superoxide in yeast | S. cerevisiae aged cells, superoxide DHE fluorescence; hits give low values | superoxide response (% of plate mean), % at 10 µM | 330,000 compounds, 0.18% hits | AID 2690;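 active = superoxide response under a set limit, about three screen SD below normal, cut at about 65% in these data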;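 also: yeast aged for seven days with compound at 30 °C before DHE staining; 100% = average MFI of all compound-treated wells on the plate with controls excluded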
* hit, by the source's call.

smiles	Efflux pump inh	GLD-1 RNA inh	CR mimetic SO
C[C@H]1COC(=O)[C@H](Cc2ccc(F)cc2)CC/C=C/C[C@@H](CC(=O)N[C@@H](CO)Cc2ccccc2)C(=O)N1	0.0	0	109
CCC(=O)c1ccc(OCC(=O)OCC(=O)N(CCC#N)c2ccc3c(c2)OCCO3)cc1	-0.4	-1	92
O=C(NCCc1ccco1)c1ccc(OCc2cn3ccccc3n2)cc1	0.0	5	84
CN(Cc1ccco1)Cc1ccc(O)c2ncccc12	-0.2	3	90
COc1ccc(NS(=O)(=O)c2ccc(C(=O)N3CCN(c4ccc(F)cc4)CC3)cc2)cc1	0.0	10	94
CCCCCCSc1ccc([C@@H]2[C@H]3C(=O)N(CC)C(=O)[C@H]3[C@]3(C(=O)OC)CCCCN23)cc1OC	-0.1	-36	80
O=C1C=C(c2ccoc2)N2CCC[C@H]2C1	-0.5	8	93
COc1cc(OC)c(C(=O)OCC(=O)c2ccc3c(c2)NC(=O)CO3)cc1OC	-0.2	3	108

Profiles, quoted from the list.
CN(Cc1ccco1)Cc1ccc(O)c2ncccc12 across the screens: Efflux pump inh = -0.2; GLD-1 RNA inh = 3; CR mimetic SO = 90
COc1ccc(NS(=O)(=O)c2ccc(C(=O)N3CCN(c4ccc(F)cc4)CC3)cc2)cc1 across the screens: Efflux pump inh = 0.0; GLD-1 RNA inh = 10; CR mimetic SO = 94

(continued)
smiles	Efflux pump inh	GLD-1 RNA inh	CR mimetic SO
Cc1cc(C)n2nc(SC(C)C(=O)Nc3ccccc3F)nc2n1 (stereo not drawn)	-0.2	2	101
O=C(CCNS(=O)(=O)c1ccc(OC(F)(F)F)cc1)NC1CC1	-0.1	2	85
O=C1COc2ccc(C(=O)COC(=O)CCOc3ccccc3)cc2N1	-0.1	1	101
O=C(CN1C(=O)c2ccccc2S1(=O)=O)Nc1ccc([N+](=O)[O-])cc1	-0.2	-2	97
C[C@@H]1CN([C@H](C)CO)C(=O)c2cccc(NC(=O)c3ccncc3)c2O[C@@H]1CN(C)Cc1ccc(C(=O)O)cc1	-0.2	-3	117
C[C@H](CO)N1C[C@H](C)[C@@H](CN(C)S(=O)(=O)c2cccs2)Oc2ccc(NS(=O)(=O)c3ccc(F)cc3)cc2C1=O	0.1	7	120
CC1CC(=O)Nc2ccccc2N1C(=O)COc1ccc2ccccc2c1 (stereo not drawn)	-0.2	6	118
COc1cc(/C=C/C(=O)OCC(=O)NC(C)c2ccccc2)cc(OC)c1OC (stereo not drawn)	0.0	-3	90
O=C(COC(=O)CCC(=O)c1cccs1)Nc1ccccc1C(F)(F)F	-0.1	5	109
COc1ccc(CCNC(=O)c2ccc(OCc3c(C)noc3C)c(OC)c2)cc1	-0.1	4	114
CC(=O)C[C@H](O)CC(=O)[C@H]1OC(=O)[C@@H](C)CCCCc2ccccc21	-0.1	4	91
COc1ccccc1/C=C/C(=O)OCC(=O)N1CCCCC1	0.1	4	110
O=C(CC1SC(N2CCOCC2)=NC1=O)Nc1ccc(Cl)c(C(F)(F)F)c1 (stereo not drawn)	-0.1	3	90
Cc1ccc(NC(=O)COC(=O)CCc2c(C)nc3ncnn3c2C)cc1C	-0.1	-3	105
COc1cc(/C=C/C(=O)OCC(=O)Nc2ccc3c(c2)OCO3)ccc1O	0.1	5	114
Nc1ncnc2c1ncn2[C@@H]1O[C@H](CNCc2cn(CC(=O)NC3CC3)c3ccccc23)[C@@H](O)[C@H]1O	-0.2	4	87
COC(=O)[C@]12C(=O)NC[C@H](CN1c1ccc(Cl)c(C)c1)N2C	-0.1	2	91
CCOC(=O)[C@H]1[C@H]2COc3ccccc3[C@@H]2N2C(=O)CN(CC3CCCO3)C(=O)[C@@]12C (stereo partly drawn)	0.0	2	93
Cc1ccc(NC(=O)COC(=O)c2cccnc2Cl)cc1S(=O)(=O)N1CCOCC1	-0.1	10	109
C[C@H](CO)N1C[C@H](C)[C@@H](CN(C)C(=O)Nc2ccc(C(F)(F)F)cc2)Oc2ccc(NC(=O)Nc3ccc(C(F)(F)F)cc3)cc2C1=O	0.1	7	75
O=C(CCC(=O)N1CCN(c2ccccc2F)CC1)c1ccc(Cl)s1	0.1	-6	124
O=C(CSc1nc2nn(-c3ccccc3)c(=O)c-2c2n1CCCCC2)c1ccc(OC(F)F)cc1	0.2	5	78
C=CC[C@@H](CC(=O)N[C@@H](CO)Cc1ccccc1)C(=O)N[C@H](COC(=O)[C@@H](CC=C)CC(=O)OC(C)(C)C)Cc1c[nH]c2ccccc12	0.1	4	91
COc1cc(NS(=O)(=O)c2cc(C(=O)NCCc3ccccn3)ccc2OC)cc(OC)c1	-0.1	3	89
CC(OC(=O)c1ccc(NC(N)=O)cc1)C(=O)Nc1ccc2c(c1)OCCO2 (stereo not drawn)	0.0	3	96
CC(=O)N1CC(C(=O)Nc2ccc3c(c2)OCO3)Oc2ccccc21 (stereo not drawn)	0.1	4	111
O=C1CC/C=C\C[C@@H](CC(=O)N(CCO)Cc2ccccc2)C(=O)NCCO1	-0.3	1	112
Cc1ccc(S(=O)(=O)N2CCOCC2)cc1C(=O)OCC(=O)NC1CCCC1	-0.1	5	93
C=CC[C@H](CC(=O)N[C@H](CO)Cc1ccccc1)C(=O)N[C@H](COC(=O)[C@H](CC=C)CC(=O)OC(C)(C)C)Cc1c[nH]c2ccccc12	0.0	10	92
Cc1cc(C(=O)COC(=O)C2=COCCO2)c(C)n1-c1ccccc1	0.0	5	95
CCCCn1nc(C(=O)Nc2ccc3c(c2)OCO3)c2ccccc2c1=O	-0.1	3	106
CCNC(=O)N(C)C[C@H]1N[C@@](CC)(C(=O)OC)[C@H]2C(=O)N(Cc3ccccc3)C(=O)[C@@H]12	0.1	6	110
CN(CC(=O)N1CCN(Cc2ccccc2)CC1)C(=O)Cc1ccc(Cl)c(Cl)c1	-0.1	-4	96
COc1ccc(S(=O)(=O)N2CCOCC2)cc1NC(=O)COc1ccc(C)cc1	-0.1	3	97
CC(OC(=O)c1c(F)cccc1F)C(=O)NCCC1=CCCCC1 (stereo not drawn)	0.1	-4	107
CC(C)(C)OC(=O)C[C@@H]1C/C=C\C[C@@H](CC(=O)N[C@@H](CO)Cc2ccccc2)C(=O)NCCOC1=O	-0.2	-3	100
Cc1csc(SCC(=O)Nc2cc(C(N)=O)cc(C(N)=O)c2)n1	0.0	2	126
O=C(N[C@@H](Cc1ccccc1)C(=O)N1CCN(S(=O)(=O)c2ccccc2F)CC1)c1ccco1	-0.1	9	109
COc1ccc(NS(=O)(=O)c2ccc(O)c([N+](=O)[O-])c2)cc1S(=O)(=O)N1CCCCC1	-0.1	3	101
Cc1cccc(NC(=O)C(C)Oc2ccc(C)nc2[N+](=O)[O-])c1 (stereo not drawn)	-0.1	8	115

Limited to GLD-1 RNA inh, for 5 of the compounds above:
SMILES	GLD-1 RNA inh
CN(CC(=O)N1CCN(Cc2ccccc2)CC1)C(=O)Cc1ccc(Cl)c(Cl)c1	-4
COc1ccc(S(=O)(=O)N2CCOCC2)cc1NC(=O)COc1ccc(C)cc1	3
CC(OC(=O)c1c(F)cccc1F)C(=O)NCCC1=CCCCC1 (stereo not drawn)	-4
CC(C)(C)OC(=O)C[C@@H]1C/C=C\C[C@@H](CC(=O)N[C@@H](CO)Cc2ccccc2)C(=O)NCCOC1=O	-3
Cc1csc(SCC(=O)Nc2cc(C(N)=O)cc(C(N)=O)c2)n1	2

(next part)
smiles	Efflux pump inh	GLD-1 RNA inh	CR mimetic SO
C/C=C(/C)C(=O)O[C@@H]1Cc2c(ccc3ccc(=O)oc23)OC1(C)C	-0.2	2	100
CN(CC(=O)NCCc1ccc(S(N)(=O)=O)cc1)CC(=O)Nc1ccc(F)c(F)c1F	0.1	0	83
O=C(COC(=O)Cc1c(Cl)cccc1Cl)NC1CCCC1	0.4	11	103
CCN(CC)CCNC(=O)c1cc(S(C)(=O)=O)ccc1OC	-0.3	1	79
Cc1ccccc1-c1cc(C(=O)NCc2ccc3c(c2)OCO3)nn1CC1CC(c2cccc([N+](=O)[O-])c2)=NO1 (stereo not drawn)	0.1	2	78
COc1cc2sc(-c3ccc(S(C)(=O)=O)cc3)c(-c3ccc4c(c3)OCO4)c2cc1OC	0.0	-4	120
CCOc1cc(N2CCOCC2)c(OCC)cc1NC(=O)Cn1cnnn1	0.0	-7	124
O=C(OCC(=O)N1CCCCCC1)c1cccnc1Cl	-0.1	-1	95

Continued:
Value order: Efflux pump inh | GLD-1 RNA inh | CR mimetic SO
Cc1cccc(NC(=O)c2nc[nH]c2C(=O)NCCCNC(=O)c2[nH]cnc2C(=O)Nc2cccc(C)c2)c1
 : -0.2 | 2 | 99
Cc1ccc(C(=O)NCC(=O)Nc2ccc(S(=O)(=O)Nc3cc(C)nc(C)n3)cc2)cc1
 : -0.2 | 0 | 81
Cn1c(SCC(=O)NC2CCS(=O)(=O)C2)nc2ccccc21 (stereo not drawn)
 : 0.1 | 1 | 96
O=C(OCC(=O)N1CCCc2ccccc21)c1ccccc1OC(F)F
 : 0.1 | 4 | 78
O=C(COC(=O)C1COc2ccccc2O1)NC1CCCCC1 (stereo not drawn)
 : 0.1 | 0 | 109
C=CCC[C@@H](Cc1ccc(F)cc1)C(=O)OC[C@@H](C)NC(=O)[C@H](CC=C)CC(=O)N(CCO)Cc1ccccc1
 : 0.3 | 6 | 88
CCCCN(C(=O)c1cccs1)c1c(N)n(Cc2ccccc2)c(=O)[nH]c1=O
 : 0.1 | 1 | 107
COc1cc(OC)c(C(=O)OCC(=O)NC2CCCCCCC2)cc1OC
 : -0.2 | -2 | 99
Cn1c(-c2ccccc2)c(C#Cc2ccc(N)cc2)c2ccccc21
 : -0.2 | 4 | 112
C=C(C)C(O)Cc1c(OC)ccc(C(=O)/C=C/c2ccc(O)cc2)c1O (stereo not drawn)
 : 0.3 | -5 | 113
O=C(Nc1ncnc2c1C(c1ccccc1)c1c(ccc3ccccc13)O2)c1ccccc1 (stereo not drawn)
 : 0.6 | 4 | 123
C[C@@H]1CC[C@]2(C(=O)O[C@@H]3O[C@H](CO)[C@@H](O)[C@H](O)[C@H]3O)CC[C@]3(C)C(=CCC4[C@@]5(C)CC[C@H](O[C@@H]6OC[C@H](O)[C@H](O[C@@H]7O[C@H](CO)[C@@H](O)[C@H](O)[C@H]7O)[C@H]6O)C(C)(C)C5CC[C@]43C)C2[C@]1(C)O (stereo partly drawn)
 : 0.2 | 3 | 90
Cn1nnnc1Sc1ncnc2scc(-c3ccsc3)c12
 : 0.4 | 1 | 125
O=C(COC(=O)C1CCN(S(=O)(=O)c2cccs2)CC1)Nc1ccc(F)cc1Cl
 : 0.1 | -2 | 97
CNC[C@@H]1Oc2c(NS(C)(=O)=O)cccc2C(=O)N([C@@H](C)CO)C[C@H]1C
 : -0.5 | 0 | 92
COc1ccc(NC(=O)Nc2ccc3c(c2)C(=O)N([C@H](C)CO)C[C@H](C)[C@@H](CN(C)S(=O)(=O)c2cccs2)O3)cc1
 : 0.0 | 4 | 91
O=C(COC(=O)c1ccc([N+](=O)[O-])o1)NCCc1ccccc1
 : 0.2 | 5 | 146
C[C@H](CO)N1C[C@H](C)[C@@H](CN(C)S(=O)(=O)c2cccs2)Oc2ccc(NS(=O)(=O)c3cn(C)cn3)cc2C1=O
 : -0.2 | 3 | 77
CC1CCCCC12NC(=O)N(CC(=O)OCC(=O)Nc1ccc(F)cc1[N+](=O)[O-])C2=O (stereo not drawn)
 : 0.0 | 2 | 133
NC(=O)C1CCN(CC(=O)Nc2ccc3c(c2)OCCO3)CC1
 : 0.2 | 1 | 103
Cc1cc(C(=O)NNC(=O)C(C)(C)Oc2ccc(Cl)cc2)c(C)o1
 : 0.1 | 0 | 103
Cc1nc(SCC(=O)Nc2ccc(S(=O)(=O)N3CCOCC3)cc2)c2c(C)c(C)sc2n1
 : 0.3 | -2 | 95
Cc1nc(SCC(=O)N2CCNC2=O)c2ccccc2n1
 : 0.1 | -38 | 94
O=[N+]([O-])c1cccc(S(=O)(=O)N2CN(c3ccc(Br)cc3)c3nc4ccccc4nc32)c1
 : -0.1 | -4 | 111
Cc1cc(-n2c(C)cc(C(=O)CN3C(=O)C(=O)N(C)C3=O)c2C)no1
 : 0.1 | 1 | 100
C/C=C(\C)C(=O)OC1CC(C)(C)C[C@H]2C3=CC[C@@H]4[C@@]5(C)CCC(O[C@@H]6O[C@@H](C(=O)O)[C@@H](O)C(O[C@@H]7OC[C@H](O)[C@@H](O)[C@@H]7O[C@@H]7OC(CO)C(O)[C@@H](O)[C@@H]7O)C6O[C@@H]6OC(CO)C(O)C(O)C6O)[C@@](C)(CO)[C@@H]5CC[C@]4(C)[C@]3(C)CC(O)[C@@]12CO (stereo partly drawn)
 : 0.1 | 7 | 94
NS(=O)(=O)c1ccc(NC(=O)COC(=O)c2ccc(S(=O)(=O)N3CCOCC3)cc2)cc1
 : -0.1 | -1 | 100
C=CC[C@H](CC(=O)NCCO)C(=O)NC[C@@H](OC(=O)[C@H](CC=C)CC(=O)OC(C)(C)C)c1ccccc1
 : 0.1 | 3 | 80
COc1cccc(-c2ccc3ncnc(NCc4cccnc4)c3c2)c1
 : -0.1 | 2 | 111
O=C(NCc1cccc(F)c1)c1cccc2c1C(=O)c1ccc(N3CCC(Cc4ccccc4)CC3)cc1S2(=O)=O
 : 1.2 | 137* | 114
O=C(OCC#CCSc1nnc(-c2cccc3ccccc23)o1)c1ccc(F)cc1
 : -0.2 | 0 | 98
Cc1cc(O)c2c(c1O)C(=O)[C@]13C(=C2O)C(=O)[C@@H]2[C@@H](O)[C@H]1[C@@H]1[C@H](O)[C@H]3C(=O)C3=C(O)c4c(O)cc(C)c(O)c4C(=O)[C@]312
 : 0.1 | 30 | 115
CC(C)n1nccc1NC(=O)COC(=O)c1ccc(NC(N)=O)cc1
 : 0.0 | 1 | 109

An excerpt. The share of hits here may be higher or lower than overall.
